Rab2A wt mod – modulators of GTP binding to Rab2A wildtype, primary screen, biochemical, dog, bead-based flow cytometry, multiplex; Ras-related protein Rab-2A (Canis lupus familiaris), P61105; GST-Rab2 wt beads, Bodipy-GTP binding; GTP binding activity, % at 10 µM; hit rate 0.19% among 190,000; AID 760, 2007;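 active = GTP binding activity at least 20 points away from 100%, either lowered or raised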;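 also: 0% = beads with excess unlabeled GTP and 100% = no-compound control corrected for plate trend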
Bcl-XL Bim block – inhibitors of Bim-Bcl-XL binding, primary screen, biochemical, multiplexed, bead flow cytometry, human Bcl-XL. Bim peptide-Bcl-XL binding, fluorescence. inhibition, % at 10 µM. hit rate 0.04% among 190,000
Target sequence (Q07817 whole entry, looked up): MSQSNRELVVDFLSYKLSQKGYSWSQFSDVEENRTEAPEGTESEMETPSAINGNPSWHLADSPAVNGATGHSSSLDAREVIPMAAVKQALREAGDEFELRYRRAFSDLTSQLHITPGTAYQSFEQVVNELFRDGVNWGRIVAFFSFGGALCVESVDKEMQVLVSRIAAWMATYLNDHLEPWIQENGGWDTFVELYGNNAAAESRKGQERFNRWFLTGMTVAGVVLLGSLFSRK
Bfl-1 Bim block – inhibitors of Bim binding to Bfl-1, primary screen, biochemical, multiplexed, bead-based flow cytometry; Bcl-2-related protein A1 (Homo sapiens), Q16548; Bim-Bfl-1 binding inhibition; inhibition, % at 10 µM; hit rate 0.12% among 190,000;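 also: 0% = wells without compound plus tracer and 100% = blocker peptide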
Bim-Bcl-W – inhibitors of Bim binding to Bcl-W, primary screen, biochemical, multiplexed, bead-based flow cytometry. Bcl-2-like protein 2 (Homo sapiens), Q92843. Bim peptide-Bcl-W binding. inhibition, % at 10 µM. hit rate 0.02% among 190,000;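 also: 0% = bound tracer without compound and 100% = peptide blocker; higher means less fluorescent Bim peptide bound to Bcl-W beads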
Target sequence (Q92843 whole entry, looked up): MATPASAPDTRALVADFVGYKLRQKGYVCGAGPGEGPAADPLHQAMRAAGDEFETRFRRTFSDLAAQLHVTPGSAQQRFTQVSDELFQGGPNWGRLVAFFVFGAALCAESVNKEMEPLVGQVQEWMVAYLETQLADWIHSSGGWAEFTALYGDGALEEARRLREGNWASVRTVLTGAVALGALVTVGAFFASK
Rac1 act GTP bind – GTP binding modulators of activated mutant Rac1, primary screen, biochemical, bead-based flow cytometry, multiplex, fluorescent GTP. Ras-related C3 botulinum toxin substrate 1 (Homo sapiens), P63000. GST-Rac1 activated beads; actives lie on both sides; 100% means binding = to untreated wells. percent activity (GTP binding), % at 10 µM. hit rate 0.11% among 190,000;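 active = GTP binding at least 20 percentage points away from the 100% baseline, in either direction, so actives lie on both sides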
Rac1 wt modul – wildtype Rac1 GTP binding modulators, primary screen, biochemical, GST-Rac1 beads, flow cytometry, multiplex; Ras-related C3 botulinum toxin substrate 1 (Homo sapiens), P63000; fluorescent GTP binding; actives lie on both sides; 0 = cold GTP competed, 100 = untreated; AID 757, 2007; GTP binding activity (% of control), % at 10 µM; hit rate 0.27% among 190,000;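 active = GTP binding activity at least 20 points away from the 100% control level, either lower or higher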
Cdc42 wt – modulators of GTP binding to wildtype Cdc42, primary screen, biochemical, multiplex bead flow cytometry, Bodipy-GTP; percent activity (GTP binding), % at 10 µM; GST-Cdc42 beads; actives lie on both sides; Cell division control protein 42 homolog (Homo sapiens), P60953; AID 761, 2007; hit rate 0.2% among 190,000;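 active = percent activity GTP binding at least 20 points away from the 100% baseline, either down as inhibitor or up as activator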;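 also: median bead fluorescence of bound Bodipy-FL-GTP at 100 nM; 0% = excess unlabeled GTP control and 100% = no compound control; below 100% means less GTP binding so inhibitor and above means activator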
Rab7 wt GTP bind – modulators of GTP binding to Rab7, primary screen, biochemical, wildtype, multiplex bead flow cytometry; GST-Rab7 beads, fluorescent GTP binding; actives lie on both sides; untreated = 100%, excess cold GTP = 0%; GTP binding activity (percent of control), % at 10 µM; hit rate 0.055% among 190,000;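 active = fluorescent GTP binding to Rab7 beads changed by at least 20 points from the 100% baseline, either direction, mostly lower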;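 also: median green fluorescence of bound Bodipy-FL-GTP per Rab7 bead population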
Bim-Bcl-B – inhibitors of Bim-Bcl-B binding, primary screen, biochemical, multiplexed, human Bcl-2 family; Bcl-2-like protein 10 (Homo sapiens), Q9HD36; inhibition, % at 10 µM; hit rate 0.073% among 190,000; bead-based flow cytometry, Bim peptide-Bcl-B binding;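 also: 0% = tracer peptide without compound and 100% = reference inhibitor peptide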
Target sequence (Q9HD36 whole entry, looked up): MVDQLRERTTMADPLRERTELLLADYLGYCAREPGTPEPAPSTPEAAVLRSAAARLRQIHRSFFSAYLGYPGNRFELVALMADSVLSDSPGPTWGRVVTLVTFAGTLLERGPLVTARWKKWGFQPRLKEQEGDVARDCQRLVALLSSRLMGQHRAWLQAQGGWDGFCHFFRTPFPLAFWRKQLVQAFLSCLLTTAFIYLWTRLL
Bim-Bcl-2 – inhibitors of Bim-Bcl-2 binding, primary screen, biochemical, multiplexed, human Bcl-2 family; Bead-based flow cytometry, Bim peptide-Bcl-2 binding; AID 950, 2007; hit rate 0.06% among 190,000; inhibition, % at 10 µM; in the data active = inhibition above about 40%;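 also: 0% = no compound wells with probe peptide and 100% = reference peptide inhibitor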
HRas wt GTP bind – modulators of GTP binding to HRas wildtype, primary screen, biochemical, bead-based flow cytometry, multiplex. GTP binding activity, % at 10 µM. GST-Ras wt beads, Bodipy-FL-GTP binding; actives lie on both sides. hit rate 0.14% among 190,000;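 active = GTP binding activity at least 20% away from the 100% baseline, either lowered as inhibitor or raised as activator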;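 also: 0% = unlabeled GTP competition control and 100% = no-compound control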
Target sequence (P01112 whole entry, looked up): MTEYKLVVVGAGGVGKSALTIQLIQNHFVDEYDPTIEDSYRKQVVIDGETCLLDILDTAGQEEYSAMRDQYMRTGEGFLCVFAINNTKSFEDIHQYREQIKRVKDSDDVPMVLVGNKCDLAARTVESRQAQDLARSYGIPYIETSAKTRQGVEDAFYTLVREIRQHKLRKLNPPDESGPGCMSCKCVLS
Numbers without * were called inactive. Rule as the data show it, unless noted: active = inhibition above about 40%. This is a random part of the collection. Share with any hit: about 0.62%.

SMILES	Rab2A wt mod	Bcl-XL Bim block	Bfl-1 Bim block	Bim-Bcl-W	Rac1 act GTP bind	Rac1 wt modul	Cdc42 wt	Rab7 wt GTP bind	Bim-Bcl-B	Bim-Bcl-2	HRas wt GTP bind
CCCCOc1ccc(N2C(=O)CC(N(CCc3ccccc3)C(=O)/C=C/C(=O)O)C2=O)cc1 (stereo not given)	97	-2	-1	-4	99	98	99	92	-5	-1	97
O=C(CCCCCN1C(=O)c2ccccc2C1=O)NCc1ccco1	96	8	-3	-2	96	97	96	94	0	-2	96
Cc1cc(Cl)cc2c1NC(=O)[C@]21[C@@H]2C(=O)N(Cc3ccccc3)C(=O)[C@@H]2[C@@H]2CCCN21	96	-7	-5	-1	96	95	95	97	-1	-6	95
COC(=O)C(Cc1ccc(OC(=O)c2ccc(C(F)(F)F)cc2)cc1)N1Cc2ccccc2C1=O (stereo not given)	98	0	-1	3	98	98	97	98	-1	-1	98
COc1ccc(CNc2ccc(C)cc2)cc1Br	94	1	1	-2	94	102	98	94	0	-5	96
CCOC(=O)C1CCCN(CC(=O)Nc2c(C(=O)OC)[nH]c3ccc(C)cc23)C1 (stereo not given)	103	-5	-1	-3	103	104	105	106	0	-2	104
CCc1nnc(NC(=O)c2cc(OC)c(OC)cc2[N+](=O)[O-])s1	96	-6	-10	0	95	98	94	95	-5	-3	94
O=c1cc(-c2ccccc2)nc2nc[nH]n12	104	-6	-8	2	101	110	105	101	-8	-10	103
Cc1cc(C)n2nc(SCC(=O)Nc3ccccc3)nc2n1	97	-1	-7	-1	96	99	97	96	-3	-3	96
CCC(C)Oc1ccccc1C1CC(=O)NC2=C1C(=O)CCC2 (stereo not given)	102	1	-1	0	101	103	103	104	1	-1	102
O=C(Cn1cnc2c(nnn2Cc2ccc(Cl)cc2)c1=O)N1CCN(c2ccccc2)CC1	96	-2	1	-2	92	93	94	100	-3	2	94
O=C(NCCC1=CCCCC1)C1CCCN(S(=O)(=O)c2cnc[nH]2)C1 (stereo not given)	95	2	-2	0	93	93	91	95	-2	1	94
O=C(O)CC12CC3CC(C1)CC(n1ncc(NCc4ccc5c(c4)OCO5)c(Cl)c1=O)(C3)C2	94	-1	0	1	94	97	95	95	0	-1	92
O=C(COC(=O)c1ccc(Br)cc1)NCc1ccccc1	99	-6	-3	-2	99	103	103	99	0	-1	100
CCOc1ccc2c(c1)C(N(CCN1CCOCC1)C(=S)Nc1ccccc1OC)CC(C)(C)O2 (stereo not given)	103	1	-3	0	94	104	101	105	-5	-3	101
O=C1/C(=C/Nc2cccc([N+](=O)[O-])c2)CCc2ccccc21	99	5	33	22	101	109	102	99	-3	17	102
O=c1[nH]c(=O)n(CCOc2ccc(Cl)cc2)cc1Br	103	0	0	-1	101	102	105	96	2	0	104
COc1cc(-c2noc(CCCC(=O)NCc3ccccc3)n2)cc(OC)c1OC	99	0	-7	-1	99	104	103	99	-10	-6	100
COc1cccc(NC(=S)N(CCN(C)C)C(C)c2cccnc2)c1 (stereo not given)	103	0	-2	0	96	101	100	104	-6	0	101
CCOC(=O)CS(=O)(=O)c1nc(-c2ccccc2)cc(C(F)(F)F)n1	100	-7	12	-3	107	110	101	102	-9	9	101
COc1ccc(-n2nc([N+](=O)[O-])c(=NCc3ccc4c(c3)OCO4)n2O)cc1	93	2	10	10	93	95	92	97	0	6	93
Cc1cccc(Nc2nc(-c3ccncc3)cs2)c1	97	-5	0	-1	97	100	99	94	-8	-1	97
CCOc1ccc(C2C(C(=O)c3cccs3)=C(O)C(=O)N2Cc2cccnc2)cc1OC (stereo not given)	96	-1	-5	0	95	98	95	95	0	0	96
CC(/C=N/NC(=O)Cc1cc(=O)[nH][nH]1)=C\c1ccccc1	95	-2	0	-1	98	98	99	98	0	0	96
Cc1ccc(SCC2(O)CCN(C(=O)c3ccc(Cl)cc3)CC2)cc1	95	-6	-1	-1	99	102	102	96	-1	-4	101
CCS(=O)(=O)N1CCN(CC2CC3C=CC2C3)CC1 (stereo not given)	99	-4	-2	0	98	100	100	100	0	-3	99
OC(CCCN1CCC(O)(c2ccc(Cl)cc2)CC1)c1ccc(F)cc1 (stereo not given)	104	-3	-1	-1	99	100	102	102	-3	0	105
O=C(Nc1ccc([N+](=O)[O-])cc1)C1(c2ccccc2)CCOCC1	100	-3	0	-3	101	106	105	101	-5	-1	103
S=C(NCC1CCCO1)N1CCN(c2cccc(Cl)c2)CC1 (stereo not given)	100	4	-5	3	98	101	98	104	-9	0	101
Cc1cccc(-c2c3c(=O)n(C)c(=O)n(C)c3c3cccnn23)c1	102	-4	-6	2	99	114	103	104	-10	-6	103
CCc1nnc(NC(=O)CSc2ncnc3scc(-c4ccc(C)cc4)c23)s1	98	-1	-3	-1	98	101	99	100	0	-2	99
CC(C)Sc1nc2c([nH]1)c(=N)ncn2Cc1ccccc1	100	-1	-6	-3	100	107	100	98	-3	-4	98
CCc1cc2ccc(C)cc2nc1SCC(=O)NNC(=O)c1ccco1	98	-6	-12	-2	97	100	97	102	-4	-4	99
CCCc1nc2scc(-c3ccccc3)c2c(=O)n1N	100	0	0	-2	97	99	96	100	-1	-5	98
COc1cc(/C=C/C(C)=O)cc(OC)c1OC	105	-1	-12	0	102	106	105	103	-11	-6	104
COc1ccc(-c2nc(CN(CC3CCC(=O)N3)C(C)C)c(C)o2)c(C)c1C (stereo not given)	102	-1	-4	0	96	103	100	105	-4	0	99
O=C1NN=C(c2ccccc2)CC1c1c[nH]c2ccccc12 (stereo not given)	100	5	-2	2	95	100	95	106	-3	-2	101
O=C(COC(=O)CCCSc1nc2ccccc2[nH]1)Nc1cccc(F)c1	100	-5	-3	-3	97	99	99	94	-5	-6	98
Cc1cccc(OCC(=O)Nc2ccccc2-c2ccccc2)c1	99	-6	-3	-3	100	106	102	101	-6	-4	101
Cc1nc(SCCOc2ccccc2F)[nH]c(=O)c1Cc1ccccc1	93	-2	2	-7	92	95	96	95	-1	-2	92
COc1ccccc1NC(=O)Cn1nc(-c2ccc(Cl)cc2)c2ccccc2c1=O	98	0	-1	0	101	101	100	104	0	-1	101
c1ccc2sc(NN=C3CCCCCC3)nc2c1	96	-4	-7	-2	95	98	96	96	-9	-3	97
N#C/C(=C\c1ccc(Sc2ccccc2)o1)c1nc2ccccc2[nH]1	99	-7	0	-5	96	104	101	99	-8	-1	102
O=C(CN1CCN(S(=O)(=O)c2ccccc2)CC1)Nc1ccccc1C(=O)c1ccccc1	101	-6	-16	-5	102	103	100	101	-9	-9	102
Cc1ccc(N2C(=O)c3cccc4cccc(c34)C2=O)cc1	99	0	-5	-3	98	99	99	101	0	-2	97
Cn1nc(C(=O)N2CCc3ccccc32)c2ccccc2c1=O	98	-2	-2	2	93	94	108	105	-3	-4	99
CC(CCc1ccccc1)NC(=O)C(=O)N1CCOCC1 (stereo not given)	96	0	-7	-3	97	102	98	97	-5	-4	98
Cc1cc(N2CCN(C)CC2)nc2ccc(NC(=S)NCCCN3CCc4ccccc4C3)cc12	98	-4	2	0	99	101	100	98	-7	-3	98
O=S(=O)(/N=C(/Nc1cccc2ccccc12)c1ccccc1)c1cccs1	94	0	-7	0	94	96	95	97	-7	-5	97

By substructure: those above containing an NH in an aromatic ring.
SMILES	Rab2A wt mod	Bcl-XL Bim block	Bfl-1 Bim block	Bim-Bcl-W	Rac1 act GTP bind	Rac1 wt modul	Cdc42 wt	Rab7 wt GTP bind	Bim-Bcl-B	Bim-Bcl-2	HRas wt GTP bind
CCOC(=O)C1CCCN(CC(=O)Nc2c(C(=O)OC)[nH]c3ccc(C)cc23)C1 (stereo not given)	103	-5	-1	-3	103	104	105	106	0	-2	104
O=c1cc(-c2ccccc2)nc2nc[nH]n12	104	-6	-8	2	101	110	105	101	-8	-10	103
O=C(NCCC1=CCCCC1)C1CCCN(S(=O)(=O)c2cnc[nH]2)C1 (stereo not given)	95	2	-2	0	93	93	91	95	-2	1	94
O=c1[nH]c(=O)n(CCOc2ccc(Cl)cc2)cc1Br	103	0	0	-1	101	102	105	96	2	0	104
CC(/C=N/NC(=O)Cc1cc(=O)[nH][nH]1)=C\c1ccccc1	95	-2	0	-1	98	98	99	98	0	0	96
CC(C)Sc1nc2c([nH]1)c(=N)ncn2Cc1ccccc1	100	-1	-6	-3	100	107	100	98	-3	-4	98
O=C1NN=C(c2ccccc2)CC1c1c[nH]c2ccccc12 (stereo not given)	100	5	-2	2	95	100	95	106	-3	-2	101
O=C(COC(=O)CCCSc1nc2ccccc2[nH]1)Nc1cccc(F)c1	100	-5	-3	-3	97	99	99	94	-5	-6	98
Cc1nc(SCCOc2ccccc2F)[nH]c(=O)c1Cc1ccccc1	93	-2	2	-7	92	95	96	95	-1	-2	92
N#C/C(=C\c1ccc(Sc2ccccc2)o1)c1nc2ccccc2[nH]1	99	-7	0	-5	96	104	101	99	-8	-1	102
